# rTrxR1 inhibitor = qHTS Assay for Inhibitors of Mammalian Selenoprotein Thioredoxin Reductase 1 (TrxR1): qHTS; Thioredoxin reductase 1, cytoplasmic (Rattus norvegicus), O89049; recombinant rTrxR1, NADPH fluorescence consumption, selenite substrate; Potency, µM (doses to about 114 µM), for the others: at the top dose activity change, negative = inhibition, most hits filed as inhibitors; hit rate 1% among 390,000; AID 588453, 2011; note: potency is the fitted concentration of half-maximal effect; % is set by controls: 0 for no effect and ±100 for the full control effect; nearly all actives have a fitted effect of over 65% in size
#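 Rat TrxR1 (90 nM in the dispensed reagent) was pre-reduced with 400 uM NADPH for 5 min at room temperature, then incubated with compound for 15 min. After 400 uM selenite was added, NADPH fluorescence (Ex 340/Em 450 nm) was followed for 8 min.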
# HP1b binding inh = HTS for Inhibitors of HP1-beta Chromodomain Interactions with Methylated Histone Tails. Chromobox protein homolog 1 (Homo sapiens), P83916. AlphaScreen HP1-beta / biotin-H3K9me3 peptide binding. Potency, µM (series often up to 114 µM), for the others: top-dose activity change, negative = inhibition, actives largely listed as inhibitors. hit rate 0.56% among 390,000. AID 540317, 2011; note: potency is the fitted concentration of half-maximal effect; nearly all actives have a fitted effect of over 70% in size; inactives centre near 23
# Target sequence (P83916 whole entry, looked up): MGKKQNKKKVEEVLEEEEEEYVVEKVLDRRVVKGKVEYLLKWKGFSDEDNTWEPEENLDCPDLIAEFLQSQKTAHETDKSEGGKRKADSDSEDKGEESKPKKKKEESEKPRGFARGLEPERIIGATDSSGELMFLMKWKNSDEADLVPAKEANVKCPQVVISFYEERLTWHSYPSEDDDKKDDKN
#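 AlphaScreen: HP1-beta (50 nM) preformed 30 min with biotin-H3(1-18)K9me3 peptide (50 nM) in PBS pH 7.4, 0.01% Tween-20. Compound added for 30 min at RT, then streptavidin donor/nickel chelate acceptor beads (10 ug/mL) for 30 min.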
# USP1-UAF1 inh = Inhibitors of USP1/UAF1: Primary Screen; Ubiquitin carboxyl-terminal hydrolase 1 (Homo sapiens), O94782; recombinant USP1/UAF1, Ub-Rhodamine cleavage fluorescence; Potency, µM (series often up to 57.1 µM), inactives show top-dose activity change, negative = inhibition, most hits filed as inhibitors; hit rate 0.23% among 390,000; AID 743255, 2014; note: potency is the fitted concentration of half-maximal effect; % is set by controls: 0 for no effect and ±100 for the full control effect; nearly all actives have a fitted effect of over 60% in size; inactives centre near -12
# Target sequence (O94782 whole entry, looked up): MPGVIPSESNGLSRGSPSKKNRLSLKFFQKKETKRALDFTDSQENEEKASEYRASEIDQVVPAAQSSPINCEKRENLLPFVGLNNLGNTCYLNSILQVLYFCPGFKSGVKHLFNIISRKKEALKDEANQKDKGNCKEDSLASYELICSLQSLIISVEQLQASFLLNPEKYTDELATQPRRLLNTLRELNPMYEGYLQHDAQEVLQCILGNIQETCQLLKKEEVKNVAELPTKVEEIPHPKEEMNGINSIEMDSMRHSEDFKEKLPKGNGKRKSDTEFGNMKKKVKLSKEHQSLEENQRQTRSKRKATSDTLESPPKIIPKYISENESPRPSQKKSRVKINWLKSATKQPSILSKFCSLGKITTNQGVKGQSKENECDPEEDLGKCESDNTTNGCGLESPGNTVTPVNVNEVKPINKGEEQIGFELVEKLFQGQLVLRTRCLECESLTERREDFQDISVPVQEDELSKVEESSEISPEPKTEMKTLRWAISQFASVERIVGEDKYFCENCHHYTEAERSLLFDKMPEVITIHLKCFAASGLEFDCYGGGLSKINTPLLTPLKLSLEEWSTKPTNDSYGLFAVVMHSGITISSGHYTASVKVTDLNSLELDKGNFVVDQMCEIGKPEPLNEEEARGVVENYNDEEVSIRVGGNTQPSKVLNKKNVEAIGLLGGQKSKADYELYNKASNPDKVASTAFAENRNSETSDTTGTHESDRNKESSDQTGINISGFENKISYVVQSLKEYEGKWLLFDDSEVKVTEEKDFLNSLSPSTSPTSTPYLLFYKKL
#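 1 nM enzyme complex + cpd, 15 min RT; start with Ub-Rho 150nM final; kinetic fluorescence ex 480/em 540, 6 reads q60 s. Buffer 50mM HEPES pH 7.8, 0.5mM EDTA, 0.1 mg/ml BSA, 1mM TCEP, 0.01% Tween-20.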
# Tb PGK inh = qHTS Assay to Find Inhibitors of Phosphoglycerate Kinase; Phosphoglycerate kinase, glycosomal (Trypanosoma brucei brucei), P07378; PGK/GAPDH coupled, Kinase-Glo luminescence, 60 min; Potency, µM (top dose mostly 57.5 µM), for inactives: at the top dose activity change, negative = inhibition, usual class: inhibitors; hit rate 0.043% among 380,000; AID 602233, 2012; note: potency is the fitted concentration of half-maximal effect; % is set by controls: 0 for no effect and ±100 for the full control effect; nearly all actives have a fitted effect of over 60% in size
#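 Recombinant glycosomal PGK reaction used 1,3-bisphosphoglycerate generated in-well by GAPDH (100nM final) in 100mM TEA pH 7.6, 5mM MgCl2, 0.01% Tween-20. After 60 minutes at room temperature, ATP was read by Kinase-Glo Plus luminescence end-point.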
# Pin1 inhibitor = qHTS Assay to Find Inhibitors of Pin1. Peptidyl-prolyl cis-trans isomerase NIMA-interacting 1 (Homo sapiens), Q13526. Pin1 FP peptide displacement, HiFluor488, 10 min. Potency, µM (titrated, usually from 115 µM), for the others: at the top dose activity, negative = inhibition, usual class: inhibitors. hit rate 0.009% among 390,000. AID 504891, 2011; active = well fitted inhibition curve with a large enough effect in the polarisation, with a control signal flat, not every such curve was filed as active; inconclusive = small, poorly fitted or top-dose-only effect, or effect the other way, or a change in a side signal; inactive = no such curve, though single readings can be large or run the other way; the % refers to the polarisation; note: potency is the fitted concentration of half-maximal effect; % is set by controls: 0 for no effect and ±100 for the full control effect
# PI4K2A inh = qHTS for small molecular inhibitors of PI4K2A. activity change, negative = inhibition, % at 76.9 µM. purified PI4K2A, ADP-Glo luminescence, 1 h; active compounds read low. Phosphatidylinositol 4-kinase type 2-alpha (Homo sapiens), Q9BTU6. hit rate 0.13% among 420,000. AID 1346378, 2018; in the data active = activity change below about -50%; inconclusive = mostly about -30% to -49%;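 note: -100% = wells without enzyme as full effect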
#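 In this quantitative HTS, ADP production by PI4K2A was quantified luminescently after 1 h at ambient temperature; 100 microM adenosine served as plate-quality control.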
# IDH1 R132H inh = qHTS for Inhibitors of mutant isocitrate dehydrogenase 1 (IDH1): qHTS. IDH1-R132H enzyme, NADPH consumption, diaphorase/resazurin fluorescence. Potency, µM (doses to about 76.6 µM), for the others: at the top dose activity change, negative = inhibition, hits mostly inhibitors. AID 602179, 2012. hit rate 0.093% among 390,000. Isocitrate dehydrogenase [NADP] cytoplasmic (Homo sapiens), O75874; note: potency is the fitted concentration of half-maximal effect; % is set by controls: 0 for no effect and ±100 for the full control effect; nearly all actives have a fitted effect of over 65% in size
#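 IDH1-R132H (0.5 ug/mL dispensed) in pH 7.5 Tris buffer was preincubated 30 min with compound, then given a substrate mix of 0.016 mM NADPH and 2 mM alpha-KG for 80 min at room temperature; remaining NADPH was read by diaphorase/resazurin fluorescence.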
# GLS inhibitor = qHTS for Inhibitors of Glutaminase (GLS). Glutaminase kidney isoform, mitochondrial (Homo sapiens), O94925. GLS enzymatic activity, qHTS titration. Potency, µM (highest dose often 45.5 µM), for inactives: at the top dose activity change, negative = inhibition, hits mostly inhibitors. hit rate 0.21% among 410,000; note: potency is the fitted concentration of half-maximal effect; % is set by controls: 0 for no effect and ±100 for the full control effect
#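 hKGA in 45 mM KH2PO4 pH 8.2, 0.02% Tween-20 with pin-transferred compounds; 1 mM L-glutamine (stock) plus glutamate oxidase/HRP/Amplex Red coupling added. Fluorescence read initially and after 30 min at RT.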
# TrxR1 substrate = qHTS Assay for Substrates of Mammalian Selenoprotein Thioredoxin Reductase 1 (TrxR1): qHTS; Thioredoxin reductase 1, cytoplasmic (Rattus norvegicus), O89049; purified TrxR1 substrate turnover, NADPH consumption readout; Potency, µM (titrated, usually from 114 µM), inactives show at the highest dose activity change, negative = substrate turnover; hit rate 0.01% among 390,000; note: potency is the fitted concentration of half-maximal effect; % is set by controls: 0 for no effect and ±100 for the full control effect; nearly all actives have a fitted effect of over 50% in size
#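 Rat TrxR1, dispensed at 90 nM, was prereduced with 400 uM NADPH (final) for 5 min at ~22 deg C, then incubated with compound 15 min before 400 uM selenite. A first-read NADPH fluorescence drop versus no-compound background flagged substrates.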
# * marks the source's active call; other numbers are inactive results; i = inactive; ? = inconclusive; nt = not tested or not shown; [ ] = remark or other dose. Unless noted, calls come from the whole dose curve; as a rule, active = well fitted curve in the direction sought with a large enough effect; inconclusive = small, poorly fitted or top-dose-only effect, or another doubt; inactive = no such curve, though single readings can be large; an effect the other way counts as inactive or inconclusive.
SMILES,rTrxR1 inhibitor,HP1b binding inh,USP1-UAF1 inh,Tb PGK inh,Pin1 inhibitor,PI4K2A inh,IDH1 R132H inh,GLS inhibitor,TrxR1 substrate
COc1cc(OC)c(OC)cc1CNc1sc2c(c1C(=O)Nc1ccccc1OC)CCC2,0%[57.1 µM],19%,-16%,-8%,23%,-8,0%,15%,3%[57.1 µM]
O=C(Nc1ccc(F)c(F)c1)C1CCCN1S(=O)(=O)c1cccc2nsnc12 (centres undefined),35%,17%,-7%,0%,3%,-6,-4%,2%,6%
NS(=O)(=O)c1ccc(CCNC(=O)CN2CCN(Cc3cccc4ccccc34)CC2)cc1,11%,19%,-23%,-3%,?,2,-5%,2%,1%
Cc1occc1C(=O)NNC(=S)Nc1ccccc1,2%,13%,-14%,5%,-9%,-4,0%,39%[activator],5%
COc1cc(NC(=O)c2cc(C)nc3ccccc23)cc(OC)c1OC,-8%,39%,-5%,1%,11%,2,10%,-1%,1%
COc1ccc(CNC(=O)c2ccc(N3CCC4(CC3)CC(c3ccc(Cl)cc3)=NO4)c([N+](=O)[O-])c2)cc1,20%,49%,-27%,-5%,2%,-1,4%,-1%,-4%[57.1 µM]
CCOc1ccc(C2NC(=O)CCC2[N+](=O)[O-])cc1 (centres undefined),2%[57.1 µM],63%[activator],-20%,0%,-7%,2,6%,0%,-10%
Cc1ccc(NCc2nnc(SCC(=O)O)n2Cc2ccccc2)cc1Cl,-8%[57.1 µM],31%,-9%,10%,2%,6,0%,12%,-4%[57.1 µM]
COc1ccc(C2C(C(=O)N3CCOCC3)CCC(=O)N2c2cc(OC)c(OC)c(OC)c2)cc1 (centres undefined),14%[57.1 µM],-7%,-12%,-1%,-1%,3,3%,-3%,12%[57.1 µM]
COc1ccc(CCNC(=O)c2cnc3n(c2=O)CCS3)cc1OC,-30%[2.29 µM],24%,-12%,-8%,-1%,-6,6%,-11%,-2%[2.29 µM]
COc1ccc(C(=O)N2CCN=C2SCc2cccnc2)cc1OC,20%,44%[activator],?,-3%,1%,-9,-2%,0%,4%
O=C1/C(=C\c2cccnc2)CN(Cc2ccccc2)C/C1=C\c1cccnc1,50µM*,-7%,?,-3%,-11%,-6,-10%,14%,9%
CCOC(=O)CCC(NC(=O)CCCCC(=O)NC(CCC(=O)OCC)C(=O)OCC)C(=O)OCC (centres undefined),6%,14%,-16%,-2%,1%,-3,0%,4%,10%[57.1 µM]
CCN1CCCC1CNC(=O)c1cc2c(OC)cccc2[nH]1 (centres undefined),23%,13%,-19%,-9%,0%,7,-6%,10%,42%[activator]
CC(=O)c1cccc(NC(=O)c2cccc(N3C(=O)c4ccccc4C3=O)c2)c1,-9%,18%,?,-2%,173%[activator],-4,9%,-17%,-4%
Cn1cc(/C=C2/SC(=O)N(CC(=O)Nc3ccc4c(c3)OCO4)C2=O)c2ccccc21,17%,13%,-14%,-1%[11.5 µM],?,-5,-1%,7%,7%
O=c1c(O)c(-c2ccc(O)cc2)oc2cc(O)cc(O)c12,-7%,-4%,7%,-18%,1%,-4,-17%,15%,-4%
COc1ccccc1OCc1nn[nH]n1,15%[57.1 µM],14%,-3%,i,-7%,-1,0%,7%,6%[57.1 µM]
Cc1n[nH]c(C)c1-c1nc2ccccc2[nH]1,2%,26%,1%,-4%,-2%,3,-4%,5%,0%
CCN(CC)c1ccc(NC(=O)c2cnn(-c3ccccc3)c2-n2cccc2)c(C)c1,2%,33%,-2%,0%,-4%,3,8%,-5%,10%
CCOc1ccc(OCc2ccc(C(=O)O)o2)cc1,8%[57.1 µM],8%,-13%,-12%,-5%,1,5%,-25%,10%[57.1 µM]
NS(=O)(=O)c1ccc(CNC(=O)/C=C/c2cccc([N+](=O)[O-])c2)cc1,-5%,11%,-4%,-5%,-12%,95,-1%,1%,-12%
CCOc1ccc(C(=O)Nc2nc(-c3ccc(Br)cc3)ns2)cc1,23%,66%[activator],-3%,16%,-3%,-3,-7%,6%,5%
CN(CC(O)COCc1ccccc1F)C1CCCCC1 (centres undefined),-1%,30%,-13%,6%,4%,3,-17%,-3%,-4%
CCN(CC(=O)Nc1ccc(OC)cc1)C(=O)COc1cccc2c1OC(C)(C)C2,5%,41%[activator],-11%,7%,8%,0,0%,0%,-3%
O=Cc1c(N2CCN(c3ccccc3)CC2)nc2ccccn2c1=O,7%,21%,-20%,-4%,0%,4,-4%,18%,-8%
COc1ccccc1CCNC(=O)c1cc(-c2ccccn2)nc2ccccc12,4%,-3%,-8%,-6%,3%,-3,3%,6%,0%
Cc1ccc2nc(-c3ccc(NC(=S)NC4CC(C)(C)NC(C)(C)C4)cc3)sc2c1,18%[57.1 µM],-5%,-15%,-6%,12%,6,3%,-9%,-2%[57.1 µM]
Cc1nc2cc(Cc3ccccc3)ccc2o1,-13%[11.4 µM],16%,2%,-5%,6%,7,6%,21%,-2%[11.4 µM]
Cc1cccc(NC(=O)N2CCCC2C(=O)Nc2ccccc2)c1 (centres undefined),6%[57.1 µM],36%[activator],-5%,-1%,4%,4,9%,1%,6%
COCCCNC(=S)NNC(=S)NCCCOC,-5%[57.1 µM],-25%,-19%,0%,-8%,-3,6%,-16%,3%[57.1 µM]
Cc1cc(S(=O)(=O)Nc2c(C)ccc3nsnc23)ccc1F,6%,33%,-2%,-3%,-1%,2,0%,7%,-4%
CC(=O)N1CCc2cc(Br)cc(S(=O)(=O)N3CCCCC3)c21,20%,17%,-17%,7%,10%,-1,-9%,4%,6%
CCc1c(O)nc(SCC(=O)c2ccccc2)n(-c2ccccc2)c1=O,38%[activator],36%,-3%,-2%,-6%,-3,4%,7%,6%
CCOc1ccc2[nH]c(=O)c(CN(CCN3CCCC3)C(=S)Nc3ccccc3OCC)cc2c1,16%,44%[activator],-24%,-2%,0%,0,3%,6%,19%
CC(=O)N1CCC(C(=O)N2CCN(S(=O)(=O)c3cccs3)CC2)CC1,1%,38%[activator],-13%,0%,4%,-1,7%,1%,-3%
Cc1ccc(NC(=O)COC(=O)Cn2c(C)csc2=O)cc1S(=O)(=O)N1CCOCC1,9%,32%,-6%,9%,-3%,3,-6%,0%,-4%
CC1=CC2=NC(=O)/C(=C\c3cc(C)n(-c4ccccc4)c3C)C(=N)N2O1,9%[57.1 µM],19%,-11%,i,?,14,2%,0%,-1%[57.1 µM]
COc1cccc(-c2nn3c(-c4ccco4)nnc3s2)c1,?,25%,-2%,-3%,?,1,-5%,nt,-2%
O=C(N/N=C/c1cc(Br)cc(Br)c1O)c1ccncc1,14%[57.1 µM],38%,?,-9%,?,1,0%,35%[activator],4%[57.1 µM]
Cc1cc([N+](=O)[O-])c2ccccc2c1NS(=O)(=O)c1ccccc1,6%[2.29 µM],4%[57 µM],?,-4%,-7%,2,10%,-4%,2%[57.1 µM]
CN(NC(=O)c1ccc(Cl)cc1)c1cccc(Cl)n1,-10%[57.1 µM],11%,0%,10%,6%,-1,0%,14%,3%[57.1 µM]
C=CCOc1ccccc1CN(CCc1ccccc1)C(=O)c1cccc(S(C)(=O)=O)c1,-21%,-19%,-16%,9%,?,0,-4%,-2%,-12%
COc1ccc(-c2nc(CCl)cs2)cc1,0%,90%[activator],-16%,-8%,6%,3,-4%,-2%,4%
CCOc1ccc(C2C(C#N)=C(N)SC(N)=C2C#N)c(OCC)c1,?,-21%,-16%,-2%,?,1,-1%,-11%,-7%
COc1cc(C(=S)N2CCCCC2)ccc1OCC(=O)Nc1ccccc1Cl,10%,-8%,-15%,-6%,-2%,0,-4%,8%,-6%
CC(N=C1NS(=O)(=O)c2ccccc21)C(=O)Nc1ccc(F)cc1Cl (centres undefined),9%,40%[activator],-15%,14%,-2%,3,-7%,2%,3%
CCCCN(C(=O)COc1ccc(F)cc1)c1c(N)n(CC(C)C)c(=O)[nH]c1=O,nt,nt,-23%,-4%,nt,4,-1%,5%,nt
Cc1cc(C)nc(SCc2nnc(SCC(=O)Nc3ccc(C)c(C)c3)n2Cc2ccco2)n1,4%[57.1 µM],?,-21%,-5%,-1%,1,-7%,1%,3%[57.1 µM]
Cc1noc(C)c1C(=O)N1CCC(Cc2ccccc2)CC1,-4%,22%,1%,0%,-4%,-9,-3%,-1%,3%

# Screening results deposited in PubChem BioAssay by National Center for Advancing Translational Sciences (NCATS).

# The list is partial (hit frequency here may not be typical).
